High-throughput results deposited in PubChem by several laboratories.
VLA-4 inh: inhibition in a human VLA-4 binding assay. VLA-4 expressing cells, ligand binding flow cytometry. inhibition, % (about 7 µM as worked out from the volumes in the protocol). hit rate 0.2% among 330,000. P13612; in the data active = inhibition above about 50%
Target sequence (P13612 whole entry, looked up): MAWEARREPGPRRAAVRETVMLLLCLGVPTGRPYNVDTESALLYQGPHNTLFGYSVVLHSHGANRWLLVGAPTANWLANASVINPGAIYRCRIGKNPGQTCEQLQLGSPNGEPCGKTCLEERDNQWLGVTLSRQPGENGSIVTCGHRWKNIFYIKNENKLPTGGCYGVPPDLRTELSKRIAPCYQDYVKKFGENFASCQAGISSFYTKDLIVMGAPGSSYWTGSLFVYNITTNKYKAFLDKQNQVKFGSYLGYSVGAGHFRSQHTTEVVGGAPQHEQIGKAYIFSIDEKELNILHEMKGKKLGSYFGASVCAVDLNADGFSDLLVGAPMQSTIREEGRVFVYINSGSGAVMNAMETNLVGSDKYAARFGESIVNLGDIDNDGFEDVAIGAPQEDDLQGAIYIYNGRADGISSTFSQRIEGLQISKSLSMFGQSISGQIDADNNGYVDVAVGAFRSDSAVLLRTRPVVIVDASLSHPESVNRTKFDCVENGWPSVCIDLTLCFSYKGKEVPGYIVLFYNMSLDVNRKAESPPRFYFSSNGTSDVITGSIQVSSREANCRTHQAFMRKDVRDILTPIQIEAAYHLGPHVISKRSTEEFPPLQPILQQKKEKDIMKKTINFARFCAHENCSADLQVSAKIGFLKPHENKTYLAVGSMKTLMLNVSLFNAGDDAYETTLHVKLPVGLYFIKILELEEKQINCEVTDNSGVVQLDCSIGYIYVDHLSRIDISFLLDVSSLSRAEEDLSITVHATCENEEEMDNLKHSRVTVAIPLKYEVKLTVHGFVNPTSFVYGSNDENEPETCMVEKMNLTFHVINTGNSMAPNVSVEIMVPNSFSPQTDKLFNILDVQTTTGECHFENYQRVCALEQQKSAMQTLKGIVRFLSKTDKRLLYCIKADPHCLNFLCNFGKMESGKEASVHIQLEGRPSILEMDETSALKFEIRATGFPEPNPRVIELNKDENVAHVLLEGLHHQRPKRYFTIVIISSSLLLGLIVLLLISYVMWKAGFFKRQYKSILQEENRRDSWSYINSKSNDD
AGP1 TOR yeast: yeast TOR pathway AGP1-GFP modulation; S. cerevisiae AGP1-GFP multiplex flow cytometry, 3 h; GFP as percent of DMSO wells; AID 2066; hit rate 0.02% among 320,000; GFP response vs DMSO, % at 10 µM;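 active = GFP response relative to DMSO above a set limit, near screen average plus 3 SD, cut at about 150% in these data; inconclusive = fewer than 70 cells counted for the yeast strain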;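 also: median GFP channel fluorescence of the gated AGP1 strain per well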
JMJD2C inh: blocks human GASC-1 demethylase activity. AID 2099. hit rate 0.069% among 330,000. Q9H3R0. GST-JMJD2C(1-420) H3K9me3 demethylation, DELFIA europium. inhibition, % at 2.35 µM;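 active = more than half of a compound's replicate wells show inhibition beyond 50%, single wells judged on their own value; inconclusive = some, but no more than half, of replicates pass 50% inhibition; inactive = no replicate passes 50% inhibition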;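 also: signal counts dimethyl H3K9 product captured on neutravidin plate; 0% = median of DMSO wells and 100% = 0.3 times that DMSO median; strong numbers were not always called active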
MEP2 TOR yeast: yeast TOR pathway MEP2-GFP modulation; AID 2016; hit rate 0.51% among 330,000; GFP response vs DMSO, % at 10 µM; S. cerevisiae MEP2-GFP strain, flow cytometry GFP, 3 h; 100% = DMSO control level;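 active = GFP response versus DMSO above a set limit, roughly screen mean plus 3 SD, cut at about 180% in these data; inconclusive = fewer than 70 cells counted for a yeast strain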;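 also: median GFP fluorescence of the barcode-gated MEP2-GFP cells per well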
GRK2 inh: human GRK2 inhibition via aptamer displacement; AID 488847; hit rate 0.59% among 330,000; bead flow cytometry, FAM-aptamer displacement from GRK2; inhibition of aptamer binding, % at 10 µM;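 active = inhibition of aptamer binding above 40%, roughly 3 SD of noise, on plates passing a quality check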;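 also: median bead fluorescence of bound FAM aptamer so fluorescent compounds give negative values; no value below 0 was filed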
RPL19A TOR yeast: yeast TOR pathway RPL19A-GFP modulation. percent response vs DMSO, % at 10 µM. S. cerevisiae RPL19A-GFP strain, flow cytometry, 3 h; hits give low values. hit rate 0.3% among 330,000;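 active = percent response vs DMSO below 50%; inconclusive = fewer than 70 events counted for the yeast strain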;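 also: median channel GFP fluorescence of the barcoded RPL19A-GFP strain; ratio of sample median GFP to plate DMSO average so 100% = DMSO; lower means less RPL19A-GFP as with rapamycin TOR inhibition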
CIT2-GFP yeast: modulators of TOR pathway CIT2-GFP in S. cerevisiae; hit rate 0.065% among 320,000; GFP response vs DMSO, % at 10 µM; AID 2029; S. cerevisiae CIT2-GFP strain, flow cytometry, 3 h; 100 means same as DMSO wells;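 active = GFP response relative to DMSO above a set limit, near the screen mean plus 3 SD, cut at about 150% in these data; inconclusive = Fewer than 70 cells measured for a yeast strain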;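 also: ratio of well median GFP fluorescence to mean of DMSO wells on the plate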
LAP4 TOR yeast: yeast TOR pathway LAP4-GFP modulation. S. cerevisiae LAP4-GFP multiplex, flow cytometry GFP, 3 h; median GFP as percent of DMSO wells. GFP response vs DMSO, % at 10 µM. hit rate 0.34% among 320,000;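 active = GFP response vs DMSO above a set limit, about the screen mean plus 3 SD, cut at about 150% in these data; inconclusive = under 70 cell events counted for the yeast strain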
Numbers without * were called inactive; u = inconclusive; x = no result given; [ ] = remark or other dose. This is a random part of the collection. About 1.7% of those tested had a hit in this group.

VLA-4 inh	AGP1 TOR yeast	JMJD2C inh	MEP2 TOR yeast	structure	GRK2 inh	RPL19A TOR yeast	CIT2-GFP yeast	LAP4 TOR yeast
-4	108	16	106	Cc1ccc(S(=O)(=O)/N=C(\N)Nc2nc(C)c3cc(C)c(C)cc3n2)cc1	3	100	104	99
-2	89	3	92	CCc1nnc(NS(=O)(=O)c2ccc(NCc3cc(Cl)cc(Cl)c3O)cc2)s1	1	96	90	88
-6	97	1	103	COc1ccc(-c2nc(CN3CCC(C(=O)N4CCOCC4)CC3)c(C)o2)cc1OC	0	96	98	92
5	97	6	88	O=C(NCCCn1ccnc1)c1cc(C(=O)C2CC2)c[nH]1	4	96	95	83
-14	97	3	108	CCC1CCCCN1Cc1nc2c(c(=O)n(C)c(=O)n2C)n1CCC(C)C (centres undefined)	4	106	101	118
-2	93	9	96	CC(Oc1ccc(C#N)cc1)C(=O)NC1CCCC1 (centres undefined)	3	96	95	99
15	95	-3	99	O=C(COC(=O)CNC(=O)c1ccccc1)NC1CCCCC1	1	96	98	96
0	99	16	95	COC(=O)c1ccc(NC(=O)C2CCN(C(=O)Nc3ccccc3)CC2)cc1	0	95	97	97
-4	103	-25	111	CCNc1nc(SCCOc2ccc(Br)cc2)nc(N(C)C)n1	0	110	109	98
-5	89	0	103	CCSc1nnc(NC(=O)c2ccc(C)o2)s1	0	106	113	101
9	106	-1	97	O=C1NC(Cc2ccccc2)c2nc3cc(F)ccc3c(=O)n2-c2ccccc21 (centres undefined)	5	102	103	103
-3	100[may fluoresce green]	-8	106[may fluoresce green]	COc1ccc(NC(=O)CN(C)C(=O)Cc2ccsc2)cc1	0	100[may fluoresce green]	99[may fluoresce green]	100[may fluoresce green]
0	93	-2	96	COc1ccc(CC(CC(=O)O)C(=O)NCc2ccccc2)cc1 (centres undefined)	4	100	102	108
10	96	10	101	Cc1ccccc1CNC(=O)CCNS(=O)(=O)c1ccc(OC(F)(F)F)cc1	4	96	99	89
1	105	11	109	Cc1ccc(C(=O)Nc2cc(Cl)ccc2-n2cncn2)o1	2	100	96	105
-7	102	0	111	CC(C)=C(NC(=O)c1ccccc1)C(=O)NCc1ccccc1	0	118	80	98
-3	96	8	101	Cc1ccc(S(=O)(=O)N2CCN(C(=O)c3cc4c(s3)CCCC4)CC2)cc1	1	99	88	101
3	107	0	101	COc1cccc(NC(=S)N(CCN(C)C)C(C)c2ccncc2)c1 (centres undefined)	1	96	106	108
-2	116	0	105	COc1ccc(O)c(C(=O)c2cc(C#N)c(=O)n(-c3ccc(Cl)cc3)c2)c1	0	111	110	107
9	115	-1	114	Cc1csc(CN(C)C(=O)C2CCC(=O)N(CCCc3ccccc3)C2)n1 (centres undefined)	0	117	115	101

Gathered by group, the compounds so far with two or more sulfur atoms.
VLA-4 inh	AGP1 TOR yeast	JMJD2C inh	MEP2 TOR yeast	structure	GRK2 inh	RPL19A TOR yeast	CIT2-GFP yeast	LAP4 TOR yeast
-2	89	3	92	CCc1nnc(NS(=O)(=O)c2ccc(NCc3cc(Cl)cc(Cl)c3O)cc2)s1	1	96	90	88
-5	89	0	103	CCSc1nnc(NC(=O)c2ccc(C)o2)s1	0	106	113	101
-3	96	8	101	Cc1ccc(S(=O)(=O)N2CCN(C(=O)c3cc4c(s3)CCCC4)CC2)cc1	1	99	88	101

Remaining list, next part:
VLA-4 inh	AGP1 TOR yeast	JMJD2C inh	MEP2 TOR yeast	structure	GRK2 inh	RPL19A TOR yeast	CIT2-GFP yeast	LAP4 TOR yeast
4	82	4	100	CC(C)Nc1nc(-c2ccccc2)nc(-n2ccnc2)n1	2	93	90	115
10	99	17	105	Oc1ccc(CNc2ccccc2)c2cccnc12	0	95	102	78
-25	110	18	103	CCOc1ccc(N(CC(=O)NC(C)(C)C)S(=O)(=O)c2c(C)noc2C)cc1	1	104	113	102
41	91	-32	92	CCCCc1ccc(NC(=S)NCCc2ccc(F)cc2)cc1	0	100	91	98
9	93	3	99	O=C1/C(=C/c2cccs2)NC(=S)N1C1CC1	0	103	104	82
14	98	6	91	Oc1ccc(-c2nncn2-c2ccccc2)cc1	0	92	92	99
2	106	0	109	COc1ccccc1N1CCN(C(=O)C(C)NC(=O)c2ccco2)CC1 (centres undefined)	1	108	110	110
3	93	7	100	O=C(/C=C/c1ccc([N+](=O)[O-])cc1)N1CCN(Cc2ccccc2)CC1	4	93	96	98
-8	85	-23	106	O=C(Nc1ccc(CN2CCOCC2)cc1)c1ccc(Br)o1	0	103	84	91
-6	92	-5	102	CC(C)NC(=S)Nc1cccc2cnccc12	4	111	94	105
-5	90	-14	92	O=C(Cn1cnc2c(nnn2-c2ccccc2)c1=O)N1CCOCC1	1	92	83	89
13	94	-22	92	CC(C)N1CCc2c(sc(NC(=O)c3ccc(S(=O)(=O)N4CCOCC4)cc3)c2C(N)=O)C1	5	91	92	104
0	106	-2	103	CC(=O)Nc1ccc(S(=O)(=O)NC2(C(F)(F)F)N=C(c3ccccc3)NC2=O)cc1 (centres undefined)	0	100	95	114
2	106	-6	104	Clc1ccc(Br)cc1-c1nc(-c2ccncc2)no1	0	101	95	97
-2	118	-22	104	CNC(=O)C(=O)NCCc1ccc(Cl)cc1	0	113	112	107
1	103	2	95	COC(=O)C1CCN(CC(=O)Nc2ccc(OC)c(Cl)c2)CC1	0	97	104	99
-6	93	7	104	COC(=O)c1sc2ncccc2c1OCc1ccccc1Cl	0	103	94	104
1	109	0	85	Cc1ccc(C(=O)NNC(=O)c2ccc(-n3cncn3)c([N+](=O)[O-])c2)cc1	1	93	95	95
6	104	1	111	O=C(C1CC1)N1CCN(c2ccc(F)cc2)CC1	0	106	104	93
0	93	1	101	c1ccc(CSCc2cn3ccsc3n2)cc1	1	97	99	108

Just JMJD2C inh and LAP4 TOR yeast, for some of the entries so far:
Structure,JMJD2C inh,LAP4 TOR yeast
CC(C)Nc1nc(-c2ccccc2)nc(-n2ccnc2)n1,4,115
Oc1ccc(CNc2ccccc2)c2cccnc12,17,78
CCOc1ccc(N(CC(=O)NC(C)(C)C)S(=O)(=O)c2c(C)noc2C)cc1,18,102
CCCCc1ccc(NC(=S)NCCc2ccc(F)cc2)cc1,-32,98
O=C1/C(=C/c2cccs2)NC(=S)N1C1CC1,3,82

Entries listed so far containing a nitro group on carbon (two):
VLA-4 inh	AGP1 TOR yeast	JMJD2C inh	MEP2 TOR yeast	structure	GRK2 inh	RPL19A TOR yeast	CIT2-GFP yeast	LAP4 TOR yeast
3	93	7	100	O=C(/C=C/c1ccc([N+](=O)[O-])cc1)N1CCN(Cc2ccccc2)CC1	4	93	96	98
1	109	0	85	Cc1ccc(C(=O)NNC(=O)c2ccc(-n3cncn3)c([N+](=O)[O-])c2)cc1	1	93	95	95

Further compounds follow.
VLA-4 inh	AGP1 TOR yeast	JMJD2C inh	MEP2 TOR yeast	structure	GRK2 inh	RPL19A TOR yeast	CIT2-GFP yeast	LAP4 TOR yeast
2	98	5	96	CCC1Sc2ccc(S(=O)(=O)CCC(=O)Nc3ccccc3Cl)cc2NC1=O (centres undefined)	1	95	92	99
-46	102	-2	93	NC(=O)c1ccsc1NC(=O)c1ccc(S(=O)(=O)N2CCCC2)cc1	3	98	101	97
12	95	-2	93	O=C(NCc1ccccc1)Nc1cccc2ccccc12	0	97	96	97
-6	101	-50	103	COc1ccc(Cl)cc1S(=O)(=O)NCc1cccs1	51*	103	114	103
18	109	1	102	Cc1ccc2nc(SCc3nc4ccccc4c(=O)[nH]3)[nH]c2c1	0	98	104	108
7	100	10	100	S=C(NCc1ccco1)Nc1cc(-c2ccccc2)[nH]n1	1	97	97	102
-10	92	-8	108	Cc1sc2nc(SCC(=O)NCc3ccco3)n(-c3ccccc3)c(=O)c2c1C	0	99	98	101
9	96	-2	103	CCN(CC)CCCNC(=O)CSc1nc(-c2ccc(F)cc2)cc(C(F)(F)F)n1	0	100	97	94
5	89	-5	96	CC(C)c1cc(C(F)(F)F)n2nc(C(=O)Nc3ccc4c(c3)OCO4)cc2n1	0	96	95	85
-2	95	u	101	C/C=C/c1ccc(OCC(=O)OCC2=C(C(=O)OCC)C(C)NC(=O)N2)c(OC)c1 (centres undefined)	0	98	94	104
-2	104	3	99	C=C[C@@H](C)N(Cc1ccc(OC)cc1)S(=O)(=O)N(Cc1ccccc1)[C@H](C=C)C(C)C	2	101	103	108
-13	97	95	105	N#Cc1c(-c2cccc(Br)c2)cc(-c2ccco2)[nH]c1=O	0	97	85	100
6	99	-6	99	COCCNC(=O)c1ccccc1N(Cc1ccccc1)S(=O)(=O)c1ccc(C)cc1	15	106	85	99
1	103	-2	98	COc1cccc(N2CCN(C(=O)C3CCCN(c4ncnc5c4nc4n5CCCCC4)C3)CC2)c1 (centres undefined)	0	98	102	113
-6	111	3	112	COc1cccc(OCc2nnc(SCC(=O)N3c4ccccc4Sc4ccc(Cl)cc43)o2)c1	1	106	104	105
29	95	-29	105	COc1cccc2cccc(/C=N/n3cnnc3)c12	1	103	100	104
-5	99	4	103	CCOC(=O)CCNC(=O)N1CCC(CCC(=O)NCc2ccc(F)cc2)CC1	0	103	104	92
-3	105	-1	107	CCSc1nnc(NC(=O)C(CC)(C(F)(F)F)C(F)(F)F)s1	0	89	101	99
2	85	-11	86	COc1ccc(/C=N/NC(=O)COc2cccc3cccnc23)cc1OC	0	92	94	92
-7	105	7	102	N#CCC(=O)Nc1ccc(C(=O)NNC(=O)c2ccccc2-n2cccc2)cc1	3	100	103	100
-2	101	0	108	COc1cc2nc(Nc3cccc(F)c3)nc(N)c2cc1OC	0	107	103	92
2	102	0	92	COc1ccc(C(=O)COC(=O)c2cc([N+](=O)[O-])ccc2N2CCOCC2)c(OC)c1	3	96	99	107
-40	x	5	98	C=CCN1C(=O)C2(NC(=O)c3ccccc3N2)c2ccccc21 (centres undefined)	0	89	100	96
-13	86	12	97	CCc1ccc(NS(=O)(=O)c2cc3[nH]c(=O)c(=O)[nH]c3cc2C)cc1	0	91	86	93
3	74	-4	92	O=C(Nc1ccc2c(c1)OCO2)[C@@H]1CCCN1S(=O)(=O)c1cccc2cccnc12	2	100	86	120
4	101	-17	100	CC(=O)c1ccc2c(c1)OCCOCCOc1ccccc1OCCOCCO2	1	96	92	114
-4	104	-2	103	COc1cc2nc(NC(=O)c3ccco3)sc(=O)c2cc1OC	0	98	100	111
0	99	-13	98	COc1ccc(C2=NN(C(=O)CSc3nnc(C)n3C)C(c3ccco3)C2)cc1 (centres undefined)	0	98	92	89

3 compounds drawn at random from those above, as already listed:
VLA-4 inh	AGP1 TOR yeast	JMJD2C inh	MEP2 TOR yeast	structure	GRK2 inh	RPL19A TOR yeast	CIT2-GFP yeast	LAP4 TOR yeast
3	74	-4	92	O=C(Nc1ccc2c(c1)OCO2)[C@@H]1CCCN1S(=O)(=O)c1cccc2cccnc12	2	100	86	120
-13	86	12	97	CCc1ccc(NS(=O)(=O)c2cc3[nH]c(=O)c(=O)[nH]c3cc2C)cc1	0	91	86	93
0	99	-13	98	COc1ccc(C2=NN(C(=O)CSc3nnc(C)n3C)C(c3ccco3)C2)cc1 (centres undefined)	0	98	92	89
